Screening results deposited in PubChem BioAssay by Sanford-Burnham Center for Chemical Genomics.
MIN6 prolif: MIN6 beta-cell proliferation induction | MIN6 cells proliferation, ATPlite luminescence, 48 h; cells starved in 0.2% serum; 100% = growth in 10% serum | proliferation, % at 10 µM | 0.29% of 330,000 active | AID 2380;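 active means compounds whose signal lies at least 3.5 SD above the mean of all wells on their plate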;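 further: 0% = DMSO-treated cells in low-serum medium and 100% = 10% serum control; some compounds called inactive have numbers as strong as hits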
SENP1 inh: SENP1 (human) catalytic domain inhibition | inhibition, % at 10 µM | recombinant SENP1 catalytic domain, CyPet-SUMO1-YPet FRET cleavage | AID 624204 | 0.21% of 360,000 active;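 active means inhibition at least 30% at 10 µM, raw YFP signal under a set limit, fluorescence ratio 0.5 to 1.5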;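 further: 0% = enzyme with DMSO and 100% = no enzyme wells; some results filed as inactive read as strong as hits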
Target sequence (Q9P0U3 419-644 limits assumed): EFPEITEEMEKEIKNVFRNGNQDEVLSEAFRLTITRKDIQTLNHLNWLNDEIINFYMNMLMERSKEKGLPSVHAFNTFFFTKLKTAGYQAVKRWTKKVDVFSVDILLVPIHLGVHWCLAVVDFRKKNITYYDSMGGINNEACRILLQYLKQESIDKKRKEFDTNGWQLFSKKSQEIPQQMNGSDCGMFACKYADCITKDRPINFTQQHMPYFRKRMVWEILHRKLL
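Test system: recombinant human SENP1 catalytic domain, His6-tagged / Medium: pH 8 Tris buffer with EDTA, NaCl, BME, BSA, NP40, catalase / Also added: SUMO1 FRET substrate flanked by Cypet and Ypet, 25 nM / Times: 50 min reaction at room temperature / Signal: FRET, CFP and YFP emission / Control set: no-enzyme low control and enzyme-plus-DMSO high control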
APOBEC3G inh: inhibitors of human APOBEC3G DNA deaminase. inhibition, % at 20 µM. 0.28% of 330,000 active. recombinant A3G, ssDNA deamination FAM/TAMRA fluorescence. Q9HC16. AID 493012;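 active means inhibition of at least 40% at 20 µM, with no more than 30% in the related APOBEC3A deaminase screen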;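 further: plate controls were DMSO wells with A3G for no effect and wells lacking A3G enzyme for full effect; some compounds called inactive have numbers as strong as hits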
Target sequence (Q9HC16 whole entry, looked up): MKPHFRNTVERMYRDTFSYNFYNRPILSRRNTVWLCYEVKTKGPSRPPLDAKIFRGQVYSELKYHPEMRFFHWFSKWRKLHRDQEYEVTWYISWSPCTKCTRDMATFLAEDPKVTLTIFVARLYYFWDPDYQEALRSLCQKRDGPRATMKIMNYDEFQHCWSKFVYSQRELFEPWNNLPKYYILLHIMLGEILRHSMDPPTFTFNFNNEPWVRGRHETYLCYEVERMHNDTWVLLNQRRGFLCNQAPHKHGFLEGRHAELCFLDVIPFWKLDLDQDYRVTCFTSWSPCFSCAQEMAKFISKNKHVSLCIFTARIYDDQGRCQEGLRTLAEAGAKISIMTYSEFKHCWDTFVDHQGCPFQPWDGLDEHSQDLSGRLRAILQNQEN
mIAP act: increases mouse intestinal alkaline phosphatase activity; muIAP, CDP-Star luminescence, 30 min; hits give high values; 1 = vehicle-only enzyme signal, 0 = enzyme-free wells; activation factor at 10 µM; 0.24% of 330,000 active;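 active means activation factor of at least 2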; further: the source names both 10 and 20 µM as test concentration; values of inactives mirror those of a sister screen read the other way
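Assay system: mouse IAP enzyme; reagent: chemiluminescent substrate CDP-Star; dosing: test compounds delivered from DMSO solution; schedule: 30 min at room temperature; measured by: luminescence from enzymatic CDP-Star hydrolysis; controls: DMSO-only wells and no-enzyme negative control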
hIAP inh: human IAP inhibition. purified IAP, CDP-Star luminescence, 30 min. inhibition, % at 10 µM. 0.12% of 330,000 active;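 active means inhibition reaching a set limit with compound at 10 µM in the primary screen, cut at about 35% in these data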;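 further: plate controls were DMSO wells with enzyme for no effect and no-enzyme buffer wells for full effect; values of inactives mirror those of a sister screen read the other way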
mIAP block: mouse IAP inhibition; purified mouse IAP, CDP-Star luminescence, 30 min; inhibition, % at 10 µM; 0.2% of 330,000 active; AID 2806;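 active means inhibition of at least 40% at 10 µM in the primary screen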;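 further: plate controls were DMSO with enzyme for no effect and no enzyme wells for full effect; values of inactives mirror those of a sister screen read the other way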
NLRP3 yeast inh: inhibitors of NALP3 inflammasome in yeast. 0.39% of 330,000 active. inhibition, % at 10 µM. Yeast reconstituted NLRP3/ASC/caspase-1, beta-gal luminescence, 24 h;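 active means inhibition of 50% or more; inactive means inhibition below 50%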;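 further: plate controls were induced DMSO wells for no effect and uninduced yeast grown without galactose for full effect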
hIAP activ: increases human intestinal alkaline phosphatase activity; activation factor at 10 µM; AID 2524; 0.16% of 330,000 active; purified human IAP, CDP-Star luminescence, 30 min; hits give high values; 1 = vehicle-only enzyme, 0 = enzyme-free background;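 active means activation factor of the enzyme at least 2-fold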; further: the source names both 10 and 20 µM as test concentration; values of inactives mirror those of a sister screen read the other way
A3A deaminase: inhibitors of human APOBEC3A DNA deaminase; P31941; recombinant A3A, FAM/TAMRA ssDNA deamination fluorescence; inhibition, % at 20 µM; 0.41% of 330,000 active;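 active means at least 40% inhibition at 20 µM here, with at most 30% in a related deaminase screen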;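 further: plate controls were A3A with DMSO for no effect and wells lacking A3A enzyme for full effect; some results filed as inactive read as strong as hits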
Target sequence (P31941 whole entry, looked up): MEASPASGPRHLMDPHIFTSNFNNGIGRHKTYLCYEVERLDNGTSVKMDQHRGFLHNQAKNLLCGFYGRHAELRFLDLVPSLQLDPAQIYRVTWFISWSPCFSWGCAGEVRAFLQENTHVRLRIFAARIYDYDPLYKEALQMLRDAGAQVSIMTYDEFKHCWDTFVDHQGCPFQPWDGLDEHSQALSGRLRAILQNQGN
The depositor's hits bear a star.

How did CCOC(=O)c1c(NC(=O)C(c2ccccc2)c2ccccc2)sc2c1C1CCN2CC1 do in these assays?
MIN6 prolif: -6; SENP1 inh: 0; APOBEC3G inh: -1; mIAP act: 1.2; hIAP inh: -11; mIAP block: -15; NLRP3 yeast inh: 11; hIAP activ: 1.1; A3A deaminase: 2

What do the screens show for `Cn1cccc1CNCCc1ccc(F)cc1`?
MIN6 prolif: 0; SENP1 inh: -1; APOBEC3G inh: -8; mIAP act: 1; hIAP inh: -18; mIAP block: 0; NLRP3 yeast inh: 7; hIAP activ: 1.2; A3A deaminase: -2

What do the screens show for `COc1ccc(-n2c(O)c(C(C)=NC3CC3)c(=O)[nH]c2=O)cc1`?
MIN6 prolif: 0; SENP1 inh: 0; APOBEC3G inh: -2; mIAP act: 0.93; hIAP inh: -9; mIAP block: 7; NLRP3 yeast inh: 17; hIAP activ: 1.1; A3A deaminase: -3

What do the screens show for `Cc1c(C=O)c2ccccc2n1Cc1ccccc1F`?
MIN6 prolif: 0; SENP1 inh: -2; APOBEC3G inh: -3; mIAP act: 0.91; hIAP inh: 3; mIAP block: 9; NLRP3 yeast inh: 5; hIAP activ: 0.97; A3A deaminase: 2

How did COc1ccc(CN2C(=O)NC(=O)/C(=C\c3ccc(OC)c(OC)c3OC)C2=O)cc1 do in these assays?
MIN6 prolif: -1; SENP1 inh: 0; APOBEC3G inh: -5; mIAP act: 0.94; hIAP inh: 5; mIAP block: 6; NLRP3 yeast inh: -3; hIAP activ: 0.95; A3A deaminase: 0

What do the screens show for `O=c1[nH]c(O)c(C=Nc2ccccc2[N+](=O)[O-])c(=O)[nH]1`?
MIN6 prolif: -2; APOBEC3G inh: -4; mIAP act: 0.99; hIAP inh: 13; mIAP block: 1; NLRP3 yeast inh: 9; hIAP activ: 0.87; A3A deaminase: 2

How did COc1ccc(N2C(=O)/C(=C/c3ccc(OC)c(OC)c3)C(=O)NC2=S)cc1 do in these assays?
MIN6 prolif: 1; SENP1 inh: 1; APOBEC3G inh: 27; mIAP act: 0.89; hIAP inh: -16; mIAP block: 11; NLRP3 yeast inh: 9; hIAP activ: 1.2; A3A deaminase: -2

What do the screens show for `COC(=O)[C@]12OC[C@]34C([C@@H](O)[C@@H]1O)[C@]1(C)CC(=O)C(O)=C(C)[C@@H]1C[C@H]3OC(=O)[C@H](O)[C@@H]24` (some centres undefined)?
MIN6 prolif: -5; SENP1 inh: 2; APOBEC3G inh: -2; mIAP act: 0.98; hIAP inh: 0; mIAP block: 2; NLRP3 yeast inh: 14; hIAP activ: 1; A3A deaminase: -1

What do the screens show for `O=S(=O)(c1ccc(Cl)cc1)N1CN2CCN(C2)C1`?
MIN6 prolif: -3; SENP1 inh: 2; APOBEC3G inh: -5; mIAP act: 1; hIAP inh: -2; mIAP block: -2; NLRP3 yeast inh: 5; hIAP activ: 1; A3A deaminase: -3

How did COc1ccccc1Sc1ccccc1CC(C)N (centres undefined) do in these assays?
MIN6 prolif: 0; SENP1 inh: 1; APOBEC3G inh: -3; mIAP act: 0.91; hIAP inh: 3; mIAP block: 9; NLRP3 yeast inh: 8; hIAP activ: 0.97; A3A deaminase: -1

Results for COc1ccc(OCC(=O)N2CCN(Cc3nc4cc([N+](=O)[O-])ccc4n3C)CC2)cc1 ?
MIN6 prolif: -1; SENP1 inh: 5; APOBEC3G inh: -6; mIAP act: 0.98; hIAP inh: -4; mIAP block: 2; NLRP3 yeast inh: -3; hIAP activ: 1; A3A deaminase: -1

How did CC(=NCCc1ccccc1)c1c(O)[nH]c(=O)[nH]c1=O do in these assays?
MIN6 prolif: -2; SENP1 inh: -1; APOBEC3G inh: -7; mIAP act: 1.1; hIAP inh: 2; mIAP block: -5; NLRP3 yeast inh: 3; hIAP activ: 0.98; A3A deaminase: -1

How did CN(C)C(=O)Nc1cccc(OC(=O)N(C)C)c1 do in these assays?
MIN6 prolif: -1; SENP1 inh: 0; APOBEC3G inh: -3; mIAP act: 1.1; hIAP inh: -5; mIAP block: -6; NLRP3 yeast inh: 16; hIAP activ: 1; A3A deaminase: -3

How did CC(=NCc1ccco1)c1c(O)n(C)c(=O)n(C)c1=O do in these assays?
MIN6 prolif: -3; SENP1 inh: 1; APOBEC3G inh: -13; mIAP act: 0.94; hIAP inh: 14; mIAP block: 6; NLRP3 yeast inh: 9; hIAP activ: 0.86; A3A deaminase: -4

Results for CC1CN=C(NCc2ccncc2)S1 (centres undefined) ?
MIN6 prolif: -2; SENP1 inh: 0; APOBEC3G inh: -5; mIAP act: 0.93; hIAP inh: 8; mIAP block: 7; NLRP3 yeast inh: 7; hIAP activ: 0.92; A3A deaminase: 12

Results for COc1ccc(-c2nc3ccccc3c(=O)n2-c2ccc(OC)cc2)cc1 ?
MIN6 prolif: -2; SENP1 inh: 1; APOBEC3G inh: -3; mIAP act: 1.1; hIAP inh: 8; mIAP block: -7; NLRP3 yeast inh: -24; hIAP activ: 0.92; A3A deaminase: -2

Results for COc1ccccc1OCC#CCN1CCOCC1 ?
MIN6 prolif: 2; SENP1 inh: 0; APOBEC3G inh: -12; mIAP act: 1; hIAP inh: -4; mIAP block: -1; NLRP3 yeast inh: 3; hIAP activ: 1; A3A deaminase: 4

What do the screens show for `O=C(Nc1ccc(Cl)cc1C(=O)c1ccccc1)c1ccccc1`?
MIN6 prolif: -1; SENP1 inh: 2; APOBEC3G inh: 6; mIAP act: 0.96; hIAP inh: 1; mIAP block: 4; NLRP3 yeast inh: 10; hIAP activ: 0.99; A3A deaminase: 3

What do the screens show for `COc1cccc(N(C(C)=O)C2=NCCCS2)c1`?
MIN6 prolif: -2; SENP1 inh: 0; APOBEC3G inh: -5; mIAP act: 0.99; hIAP inh: -1; mIAP block: 1; NLRP3 yeast inh: 21; hIAP activ: 1; A3A deaminase: -2

Results for O=C(c1ccc(F)cc1Cl)N1CCC2(CC1)OCCO2 ?
MIN6 prolif: -1; SENP1 inh: 0; APOBEC3G inh: 15; mIAP act: 0.97; hIAP inh: 0; mIAP block: 3; NLRP3 yeast inh: -3; hIAP activ: 1; A3A deaminase: -5

Results for Cn1c(=O)[nH]c2nncnc2c1=O ?
MIN6 prolif: -2; SENP1 inh: 8; APOBEC3G inh: 11; mIAP act: 1.1; hIAP inh: 7; mIAP block: -9; NLRP3 yeast inh: -2; hIAP activ: 0.93; A3A deaminase: -1

How did O=CNc1ccc(OP(=O)(Oc2ccccc2)Oc2ccccc2)cc1 do in these assays?
MIN6 prolif: 3; SENP1 inh: 0; APOBEC3G inh: -5; mIAP act: 0.98; hIAP inh: 8; mIAP block: 2; NLRP3 yeast inh: 19; hIAP activ: 0.93; A3A deaminase: -1

Results for COc1ccc(C(=O)Cn2c(NCCCl)nc3ccccc32)cc1 ?
MIN6 prolif: -5; SENP1 inh: 2; APOBEC3G inh: 1; mIAP act: 0.91; hIAP inh: 11; mIAP block: 9; NLRP3 yeast inh: -7; hIAP activ: 0.89; A3A deaminase: 2

How did CCN1C(=O)C(=Cc2ccc(N3CCOCC3)o2)C(=O)N(CC)C1=S do in these assays?
MIN6 prolif: -2; SENP1 inh: 49*; APOBEC3G inh: 10; mIAP act: 0.79; hIAP inh: 32; mIAP block: 22; NLRP3 yeast inh: 40; hIAP activ: 0.68; A3A deaminase: 38

What do the screens show for `CCN(CC)CCCOC(=O)C(OC(C)C)(c1ccccc1)c1ccccc1`?
MIN6 prolif: -6; SENP1 inh: -3; APOBEC3G inh: -2; mIAP act: 0.99; hIAP inh: 3; mIAP block: 1; NLRP3 yeast inh: 16; hIAP activ: 0.97; A3A deaminase: -1

What do the screens show for `CCOC(=O)c1cc(CC)sc1/N=C/c1c(O)[nH]c(=S)[nH]c1=O`?
MIN6 prolif: 0; SENP1 inh: -32; APOBEC3G inh: 14; mIAP act: 0.99; hIAP inh: -3; mIAP block: 0; NLRP3 yeast inh: -2; hIAP activ: 1; A3A deaminase: 3

Results for COc1ccc(N=Cc2c(O)n(-c3ccc(C)cc3)c(=O)[nH]c2=O)cc1 ?
MIN6 prolif: -3; SENP1 inh: -91; APOBEC3G inh: -3; mIAP act: 0.99; hIAP inh: -5; mIAP block: 1; NLRP3 yeast inh: 21; hIAP activ: 1.1; A3A deaminase: -3

How did O=C(COc1ccccc1)N1CCN(C/C=C/c2ccccc2)CC1 do in these assays?
MIN6 prolif: -1; SENP1 inh: -3; APOBEC3G inh: -6; mIAP act: 0.95; hIAP inh: 11; mIAP block: 4; NLRP3 yeast inh: -37; hIAP activ: 0.89; A3A deaminase: -2

Results for CCCOc1ccc(C(C)=O)cc1Cc1c(O)[nH]c(=S)[nH]c1=O ?
MIN6 prolif: 1; SENP1 inh: 0; APOBEC3G inh: -3; mIAP act: 0.83; hIAP inh: -21; mIAP block: 17; NLRP3 yeast inh: 7; hIAP activ: 1.2; A3A deaminase: -10

What do the screens show for `O=C(CCC(=O)N1C[C@H]2C[C@@H](C1)c1cccc(=O)n1C2)NCc1cccc(C(F)(F)F)c1`?
MIN6 prolif: -3; SENP1 inh: 1; APOBEC3G inh: -8; mIAP act: 0.93; hIAP inh: 14; mIAP block: 7; NLRP3 yeast inh: 11; hIAP activ: 0.86; A3A deaminase: -2

What do the screens show for `CCC(=NCCC1=CCCCC1)c1c(O)[nH]c(=O)[nH]c1=O`?
MIN6 prolif: -3; SENP1 inh: -1; APOBEC3G inh: 1; mIAP act: 1; hIAP inh: -9; mIAP block: -4; NLRP3 yeast inh: -11; hIAP activ: 1.1; A3A deaminase: 2

How did COc1cccc(C(=O)C2CCCN(Cc3cnn(C(C)C)c3)C2)c1 (centres undefined) do in these assays?
MIN6 prolif: -2; SENP1 inh: 1; APOBEC3G inh: -5; mIAP act: 1; hIAP inh: 4; mIAP block: -3; NLRP3 yeast inh: 15; hIAP activ: 0.96; A3A deaminase: 0

Results for COc1ccc(C(=O)O/N=C(/C(N)=O)P(=O)(OC(C)C)OC(C)C)cc1 ?
MIN6 prolif: -2; SENP1 inh: 1; APOBEC3G inh: -5; mIAP act: 1.1; hIAP inh: -6; mIAP block: -7; NLRP3 yeast inh: 23; hIAP activ: 1.1; A3A deaminase: 2

How did Cc1cc(C(=O)CS(=O)(=O)c2ccc(F)cc2)cc(C)c1OC(=O)N(C)C do in these assays?
MIN6 prolif: -2; SENP1 inh: 1; APOBEC3G inh: -2; mIAP act: 0.97; hIAP inh: -6; mIAP block: 3; NLRP3 yeast inh: 4; hIAP activ: 1.1; A3A deaminase: -1

What do the screens show for `O=C(O)C1CN2CCC1CC2` (centres undefined)?
MIN6 prolif: 0; SENP1 inh: 3; APOBEC3G inh: -4; mIAP act: 0.96; hIAP inh: 20; mIAP block: 4; NLRP3 yeast inh: -7; hIAP activ: 0.8; A3A deaminase: 0

Results for O=C1NC(=O)N(c2ccccc2)C(=O)/C1=C/c1ccc([N+](=O)[O-])s1 ?
MIN6 prolif: -6; SENP1 inh: 9; APOBEC3G inh: 9; mIAP act: 0.73; hIAP inh: 9; mIAP block: 26; NLRP3 yeast inh: 10; hIAP activ: 0.91; A3A deaminase: 13

How did Clc1ccc(CO/N=C(\Cn2ccnc2)c2ccc(Cl)cc2Cl)c(Cl)c1 do in these assays?
MIN6 prolif: -8; APOBEC3G inh: -4; mIAP act: 0.98; hIAP inh: 2; mIAP block: 2; NLRP3 yeast inh: 27; hIAP activ: 0.98; A3A deaminase: -4

The list is partial. The share of hits here may be higher or lower than overall.
